Screens as filed in PubChem.
ERG Ets-DNA blk = ERG Ets/DNA interaction inhibition | AID 624246 | fluorescence polarization, His-ERG Ets domain / labelled DNA | Potency, µM (top dose mostly 76.9 µM), without a hit: at the highest dose FP activity, negative = inhibition, usual class: inhibitors | hit rate 0.028% among 370,000; active = well fitted inhibition curve with a large enough effect in the polarisation, with a control signal flat; inconclusive = small, poorly fitted or top-dose-only effect, or effect the other way, or a change in a side signal; inactive = no such curve, though single readings can be large or run the other way; the % refers to the polarisation;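 also: polarization taken with two DNA probes labelled with fluorescein and Texas red; potency is read from the fitted curve at half-maximal effect; % of control where 0% means no effect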
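His-tagged ERG Ets domain (1 uM in the protein solution; 300mM KCl, 50mM Tris-HCl, 1mM EDTA, 1mM DTT, pH 7.5) received compound, then a probe mix of 5 nM fluorescein-DNA and 100nM Texas-615-DNA. Fluorescence polarization was read for both dyes.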
JMJD2A Tudor = inhibitors of human JMJD2A Tudor domain; hit rate 4.4% among 390,000; Potency, µM (doses to about 114 µM), for the others: at the highest dose activity change, negative = inhibition, actives largely listed as inhibitors; AID 504339; AlphaScreen JMJD2A-Tudor / H3K4me3 peptide binding; also: potency is read from the fitted curve at half-maximal effect; % is scaled to controls: 0 for no effect and ±100 for the full control effect; nearly all actives have a fitted effect of over 50% in size
HP1b binding inh = blocks HP1-beta chromodomain binding to methylated histone tails | P83916 | AlphaScreen HP1-beta / biotin-H3K9me3 peptide binding | Potency, µM (series often up to 114 µM), for inactives: top-dose activity change, negative = inhibition, usual class: inhibitors | hit rate 0.56% among 390,000 | AID 540317; also: potency is read from the fitted curve at half-maximal effect; nearly all actives have a fitted effect of over 70% in size; inactives centre near 23
Target sequence (P83916 whole entry, looked up): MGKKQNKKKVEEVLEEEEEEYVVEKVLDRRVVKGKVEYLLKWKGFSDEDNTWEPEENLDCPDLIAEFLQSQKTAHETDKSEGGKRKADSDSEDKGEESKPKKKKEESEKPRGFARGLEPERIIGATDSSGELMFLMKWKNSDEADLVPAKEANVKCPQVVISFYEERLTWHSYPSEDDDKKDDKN
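HP1-beta protein (50 nM final) preincubated 30 min at room temperature with biotinylated H3(1-18)K9me3 peptide (50 nM) in PBS pH 7.4, 0.01% Tween-20, then compound added for 30 min. AlphaScreen streptavidin donor/nickel chelate acceptor beads (10 ug/mL final), 30 min dark, luminescence read.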
RGS4 inh = inhibitors of human regulator of G protein signaling 4; Potency, µM (doses to about 114 µM), without a hit: at the highest dose activity change, negative = inhibition, usual class: inhibitors; P49798; hit rate 0.039% among 390,000; AID 504845; Transcreener GDP fluorescence polarization, RGS4-accelerated GTP hydrolysis; also: potency is read from the fitted curve at half-maximal effect; % is scaled to controls: 0 for no effect and ±100 for the full control effect; nearly all actives have a fitted effect of over 75% in size; some results filed as inactive show a strong effect at the top dose
Target sequence (P49798 whole entry, looked up): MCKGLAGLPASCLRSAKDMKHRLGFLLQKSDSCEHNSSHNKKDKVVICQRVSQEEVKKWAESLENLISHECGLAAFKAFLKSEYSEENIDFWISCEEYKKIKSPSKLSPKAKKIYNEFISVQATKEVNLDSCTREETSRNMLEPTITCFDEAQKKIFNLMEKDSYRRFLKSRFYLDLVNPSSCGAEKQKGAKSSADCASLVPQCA
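MLSMR compounds (23 nl, pin-transferred) preincubated 10 min at room temperature with a 500nM (2x) first reagent, then RGS4 at 900nM (2x) plus Transcreener GDP mix added; fluorescence polarization (620/688 nm) read before and after 90 min at 30 °C.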
ALOX12 inh = ALOX12 (human) lipoxygenase inhibition. P18054. purified 12hLO, xylenol orange hydroperoxide absorbance. Potency, µM (titrated, usually from 108 µM), for inactives: at the highest dose activity change, negative = inhibition, most hits filed as inhibitors. hit rate 1.1% among 580,000; also: potency is read from the fitted curve at half-maximal effect; % is scaled to controls: 0 for no effect and ±100 for the full control effect
Target sequence (P18054 whole entry, looked up): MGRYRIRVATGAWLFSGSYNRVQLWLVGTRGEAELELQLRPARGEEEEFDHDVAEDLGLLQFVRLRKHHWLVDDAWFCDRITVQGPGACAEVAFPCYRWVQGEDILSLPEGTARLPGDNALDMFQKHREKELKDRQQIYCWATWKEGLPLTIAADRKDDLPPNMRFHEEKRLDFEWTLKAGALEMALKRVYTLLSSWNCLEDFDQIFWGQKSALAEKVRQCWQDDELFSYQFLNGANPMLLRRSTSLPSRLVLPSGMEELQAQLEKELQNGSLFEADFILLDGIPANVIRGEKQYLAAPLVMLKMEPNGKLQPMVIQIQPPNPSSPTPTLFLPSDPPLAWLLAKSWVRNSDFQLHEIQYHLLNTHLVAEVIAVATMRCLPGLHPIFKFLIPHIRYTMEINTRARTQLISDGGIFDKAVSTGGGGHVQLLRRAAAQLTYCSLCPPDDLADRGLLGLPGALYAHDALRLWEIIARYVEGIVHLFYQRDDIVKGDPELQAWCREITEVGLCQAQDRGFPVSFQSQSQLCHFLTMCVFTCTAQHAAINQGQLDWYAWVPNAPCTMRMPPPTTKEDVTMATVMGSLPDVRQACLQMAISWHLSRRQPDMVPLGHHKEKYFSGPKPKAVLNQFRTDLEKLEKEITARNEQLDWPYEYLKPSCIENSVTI
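Hydroperoxide product was detected by ferrous iron/xylenol orange as the 573 to 405 nm absorbance ratio. Arachidonic acid at 40 uM (final) was turned over for 30 min at room temperature by 150 nM human 12hLO, pH 7.0 Hepes buffer, after 15 min compound preincubation.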
G9a inh = blocks human histone lysine methyltransferase G9a; hit rate 8.8% among 350,000; Potency, µM (top dose mostly 102 µM), for the others: top-dose activity, negative = inhibition, usual class: inhibitors; G9a H3K9 monomethylation, AlphaScreen, 2 h; AID 504332; also: potency is read from the fitted curve at half-maximal effect; % is scaled to controls: 0 for no effect and ±100 for the full control effect; nearly all actives have a fitted effect of over 75% in size
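G9a (20 nM) preincubated 15 min RT with compounds, then 500 nM biotinylated H3K9 peptide and 20 uM SAM added; 2 h RT reaction. Monomethyl-H3K9 product detected by AlphaScreen with anti-H3K9me1 antibody, streptavidin donor and anti-rabbit IgG acceptor beads.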
PI4K2A inh = blocks human PI4K2A kinase activity; hit rate 0.13% among 420,000; Q9BTU6; purified PI4K2A, ADP-Glo luminescence, 1 h; active compounds read low; activity change, negative = inhibition, % at 76.9 µM; in the data active = activity change below about -50%; inconclusive = mostly about -30% to -49%;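 also: -100% = wells without enzyme as full effect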
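PI4K2A activity was measured by ADP-Glo luminescence: enzyme (4 ug/mL stock) and phosphatidylinositol (1.2 mM stock) in Tris pH 7.5/MgCl2/EGTA/Triton X-100 buffer were reacted with ATP (300 microM stock) for one hour at ambient temperature.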
BAZ2B inh = blocks human BAZ2B; AlphaScreen BAZ2B-H3K14Ac peptide displacement; Q9UIF8; hit rate 4.4% among 360,000; Potency, µM (doses to about 114 µM), for inactives: at the top dose activity change, negative = inhibition, most hits filed as inhibitors; AID 504333; also: potency is read from the fitted curve at half-maximal effect; % is scaled to controls: 0 for no effect and ±100 for the full control effect; nearly all actives have a fitted effect of over 60% in size
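Multi-concentration screen (max 110 uM) measuring displacement of acetylated histone H3 peptide from BAZ2B by AlphaScreen, using 50 nM protein, 50 nM peptide and 10 ug/mL streptavidin donor plus Ni-chelate acceptor beads.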
GLS inhibitor = blocks human kidney-isoform glutaminase activity; GLS enzymatic activity, qHTS titration; Potency, µM (series often up to 45.5 µM), for the others: top-dose activity change, negative = inhibition, hits mostly inhibitors; hit rate 0.21% among 410,000; AID 624170; also: potency is read from the fitted curve at half-maximal effect; % is scaled to controls: 0 for no effect and ±100 for the full control effect
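hKGA in 45 mM KH2PO4 (pH 8.2), 0.02% Tween-20 with compound, then 1mM L-Glutamine (stock as added) plus glutamate oxidase/HRP/Amplex red coupling mix. Fluorescence read initially and after 30 min at RT; signal change reflects glutamate formation.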
Numbers without * were called inactive; i = inactive; ? = inconclusive; . = not tested or not shown; [ ] = remark or other dose. Unless noted, calls follow the shape of the dose curve; as a rule, active = well fitted curve in the direction sought with a large enough effect; inconclusive = small, poorly fitted or top-dose-only effect, or another doubt; inactive = no such curve, though single readings can be large; an effect the other way counts as inactive or inconclusive. The list is partial; the hit share may differ from the screen's.

SMILES | ERG Ets-DNA blk | JMJD2A Tudor | HP1b binding inh | RGS4 inh | ALOX12 inh | G9a inh | PI4K2A inh | BAZ2B inh | GLS inhibitor
COc1cc(CN2CCN(C(=O)CC(C)C)CC2)c([N+](=O)[O-])cc1OC | 3% | 22µM* | ? | -18% | ? | 18µM* | -11 | 45µM* | -4%
CC[C@]1(C(=O)OC)[C@H]2C(=O)N(C)C(=O)[C@H]2[C@H]2CN=C(SCc3ccc(C(=O)OC)cc3)N21 | 6% | -22% | 73%[activator] | -13% | ? | . | -3 | . | 0%
CCOc1ccccc1N1CC(c2nc3ccccc3n2CCOc2ccc(OC)cc2)CC1=O (stereo unspecified) | 9% | ? | 2% | 26% | -25% | -41%[59 µM] | 0 | ? | -2%
CC(=O)N1CC=CC1(C)C(=O)O (stereo unspecified) | 5% | -11% | 28% | 3% | -59% | 50µM* | 0 | -4% | -3%
CCOc1ccc(-c2nc(SC(C(C)=O)C(=O)N(C)C)c3c(=O)n(C)c(=O)n(C)c3n2)cc1 (stereo unspecified) | 10% | -1% | 22%[57 µM] | 22% | -16% | 0%[59 µM] | 1 | 5% | -4%
O=C(CNC(=O)c1ccc(Br)cc1)NC1=NCCS1 | -3% | -5% | 24% | -9% | -15% | 5% | 0 | 2% | -16%
CCn1cc(-c2ccnc3cc(C(=O)O)nn23)c(C)n1 | -4% | -6% | -3% | 22% | ? | -42% | 2 | -14% | 0%
CCCCSc1cc(C)nc2ncnn12 | 3% | 3% | 31% | 2% | 10% | 4% | 4 | 0% | 3%
COCC(=O)N1CCC(Oc2ccc(C(=O)NCCCC3CCCC3)cc2)CC1 | 1% | -3% | 19% | -36% | -2% | 24% | 3 | -3% | 0%
Cc1nn(C(C)(C)C)c(OC(=O)c2cccs2)c1S(=O)(=O)c1ccccc1 | 1% | -7%[57.1 µM] | 39%[activator] | -9%[11.4 µM] | 0% | 4%[12.7 µM] | -15 | -5% | -2%
Cc1cccc(N(CC(N)=O)C2SC(=O)N(Cc3cccc(C(=O)O)c3)C2=O)c1 (stereo unspecified) | -2% | -12% | 25% | -12% | -30% | -4%[59 µM] | -1 | 6% | 45%[activator]
O=C(c1cccc(Cl)c1Cl)N1CCN(c2ccccn2)CC1 | -1% | -12% | 7% | 1% | 12% | 13%[59 µM] | 8 | 8% | 0%
Cc1cc(NC(=O)CSc2ccc(-c3ccc(Br)cc3)nn2)no1 | 2% | 1% | 40%[activator] | -6% | 411%[activator] | -25% | -1 | -12% | -8%
CCOC(=O)c1[nH]c(=O)[nH]c1CN(Cc1ccco1)Cc1[nH]c(=O)[nH]c1C(=O)OCC | -1% | -16% | 30% | 0% | 11% | -36% | -11 | ? | 17%
CC1(C)O[C@@H]2[C@H](O1)[C@@H](CO)O[C@H]2n1cc(Br)c(=O)[nH]c1=O | -5% | -5% | 35% | 12% | 7% | . | -1 | . | -3%
Clc1ccc(Nc2nc(-c3ccccc3)c3ccccc3n2)c(Cl)c1 | -6% | 3% | 36% | -3% | -24% | -31%[59 µM] | -4 | 15% | 5%
COc1ccc(CN2[C@@H](CC(C)=O)c3cc(C(F)(F)F)ccc3S2(=O)=O)cc1 | -12% | -2% | 47%[activator] | -5% | 16% | . | 0 | . | 13%
COc1cc(/C=C/C(=O)OCC(=O)Nc2ccc3c(c2)OCO3)ccc1O | -1% | -28% | 4% | -2% | -10% | . | -11 | . | 24%
COc1ccc(OC)c2[nH]c(=O)c(CCNC(=O)C(=O)c3c(C)[nH]c4ccccc34)cc12 | -2% | -7% | 21% | 12% | 10% | 6% | 5 | -25% | -1%
O=C(Nc1cccc(S(=O)(=O)N2CCCCC2)c1)C1CCC1 | 7% | -11% | 21% | -1% | 6% | -21% | 0 | -4% | 2%
O=C(COc1ccccc1)Nc1cc(C(F)(F)F)ccc1N1CCCC1 | 6% | -3% | 72%[activator] | 4% | -13% | -7%[12.7 µM] | -10 | -1% | 7%
COc1ccc(OC)c(N(CC(=O)N2CCC(C)CC2)S(=O)(=O)c2ccccc2)c1 | 1% | -6% | 17% | -2% | -22% | 1%[12.7 µM] | -2 | -6% | -2%
O=C(C[n+]1ccc(C(=O)N/N=C/c2ccc(Cl)cc2Cl)cc1)c1ccccc1 | . | ? | 22% | -15% | ? | 50µM* | 2 | -9% | -1%
COc1ccc(Cl)cc1NC(=O)CSc1nnc(C2CC2)n1N | -12% | -11% | 26% | -1% | 5% | 79µM* | 3 | 10% | -2%
NC(=O)COC(=O)c1ccc2c(c1)S(=O)(=O)c1ccccc1C2=O | 0% | -8% | 7% | -18% | -24% | -17% | -2 | 3% | -7%
C[C@H](NC(=O)c1nc[nH]c1C(=O)NCc1ccccc1)C(=O)OC(C)(C)C | -10% | -18% | 33% | 21% | 12% | -10%[59 µM] | -3 | -36% | -2%
O=[N+]([O-])c1ccc(Cl)c(S(=O)(=O)Nc2cccc(-c3ccc(N4CCOCC4)nn3)c2)c1 | 1% | -16% | 9% | -26% | -18% | 50µM* | -4 | -29% | -7%
O=S1(=O)CCOCCCN1Cc1ccccc1F | -12% | -21% | 20% | 19% | 14% | 6% | 5 | 6% | 3%
COc1cc(-c2noc(C)c2/C=C/c2cccc([N+](=O)[O-])c2)cc(OC)c1OC | 10% | -27% | 22% | ? | ? | . | -3 | ? | 2%
Cc1cccc(-c2nc(CS(=O)CC(=O)NCCc3ccccc3)c(C)o2)c1 (stereo unspecified) | 11% | -35% | 7% | 18%[11.4 µM] | 0% | -8% | 3 | ? | 1%

A second format for part of the listing above.
Each structure is followed by: ERG Ets-DNA blk | JMJD2A Tudor | HP1b binding inh | RGS4 inh | ALOX12 inh | G9a inh | PI4K2A inh | BAZ2B inh | GLS inhibitor
O=[N+]([O-])c1ccc(Cl)c(S(=O)(=O)Nc2cccc(-c3ccc(N4CCOCC4)nn3)c2)c1
    1% | -16% | 9% | -26% | -18% | 50µM* | -4 | -29% | -7%
O=S1(=O)CCOCCCN1Cc1ccccc1F
    -12% | -21% | 20% | 19% | 14% | 6% | 5 | 6% | 3%
COc1cc(-c2noc(C)c2/C=C/c2cccc([N+](=O)[O-])c2)cc(OC)c1OC
    10% | -27% | 22% | ? | ? | . | -3 | ? | 2%

Retrieved by compound from above, 3 records:
SMILES | ERG Ets-DNA blk | JMJD2A Tudor | HP1b binding inh | RGS4 inh | ALOX12 inh | G9a inh | PI4K2A inh | BAZ2B inh | GLS inhibitor
Cc1cccc(-c2nc(CS(=O)CC(=O)NCCc3ccccc3)c(C)o2)c1 (stereo unspecified) | 11% | -35% | 7% | 18%[11.4 µM] | 0% | -8% | 3 | ? | 1%
O=[N+]([O-])c1ccc(Cl)c(S(=O)(=O)Nc2cccc(-c3ccc(N4CCOCC4)nn3)c2)c1 | 1% | -16% | 9% | -26% | -18% | 50µM* | -4 | -29% | -7%
COc1ccc(Cl)cc1NC(=O)CSc1nnc(C2CC2)n1N | -12% | -11% | 26% | -1% | 5% | 79µM* | 3 | 10% | -2%

(next part)
SMILES | ERG Ets-DNA blk | JMJD2A Tudor | HP1b binding inh | RGS4 inh | ALOX12 inh | G9a inh | PI4K2A inh | BAZ2B inh | GLS inhibitor
CC1CCc2c(sc(NC(=O)c3ccc(Cl)cc3Cl)c2C#N)C1 (stereo unspecified) | 5% | 3% | 17% | -5% | -6% | 22%[59 µM] | -3 | 4% | 2%
COc1cc(Cl)c(C)cc1NC(=O)CN(C)Cc1cccc(OC)c1OC | 1% | 14% | 75%[activator] | -8% | 0% | 64%[activator] | 4 | 29% | 0%
CCc1ccc(N2CN(Cc3ccco3)CNC2=S)cc1 | 0% | -13% | 22% | -7% | ? | -28% | -2 | -21% | -6%
Cc1ccccc1NC(=O)C(C)N1C(=O)c2ccccc2C1=O (stereo unspecified) | -2% | -1% | 36% | -21% | -4% | -3%[0.501 µM] | 0 | -17% | -3%
O=C(CSc1nnc(-c2cccc(S(=O)(=O)N3CCCCC3)c2)o1)c1ccc[nH]1 | 7% | -5% | 36% | 14% | -8% | 0%[59 µM] | -11 | 4% | 5%
CCN1C(=NCCOC)N[C@@H](c2cccc(C(F)(F)F)c2)C(C(=O)OC)=C1C | 2% | 16µM* | 32% | -3% | ? | . | 0 | ? | 0%
COc1ccc(OC)c(S(=O)(=O)NC2CCCCNC2=O)c1 (stereo unspecified) | 5% | -15% | 13% | 24% | . | 0% | 5 | -12% | -1%
O=C(Nc1c(-c2ccccc2)nc2c(Br)cc(Br)cn12)c1ccco1 | -4% | 8%[57.1 µM] | 54%[activator] | 10%[56.9 µM] | -2% | -35% | -7 | 5% | 16%
OC(COCc1ccccc1F)CN1CCCCC1 (stereo unspecified) | -6% | -6% | 18% | 15% | i | . | -6 | . | 24%
CCC(=O)C1=C(c2ccc(OC)c(OC)c2)N(C(=O)CC)n2c(nnc2-c2ccc(C)cc2)S1 | -4% | -12% | -7% | 1% | -28% | -1%[59 µM] | 7 | -10% | 5%
O=C(c1cc(C2CC2)on1)N1CCN(c2ccc(F)cc2)CC1 | 2% | -28% | 43%[activator] | -31% | 14% | -4%[59 µM] | 4 | -2% | 13%
